# Bioassay records from PubChem.
# NR2E3 ag-1 – activates human NR2E3 receptor | Q9Y5X4 | CHO-S Gal4-NCOR/VP16-NR2E3 two-hybrid, luciferase | inhibition of corepressor binding, % at 3.98 µM | 360,000 tested, 0.35% active | AID 602229;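 active means inhibition above the mean of all tested compounds plus 3 SD, cut at about 70% in these data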;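 further: 0% = DMSO with NR2E3 transfected cells and 100% = cells lacking NR2E3 construct; higher means lower luciferase signal from less NR2E3 corepressor binding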
# Target sequence (Q9Y5X4 whole entry, looked up, the tested form may be a part): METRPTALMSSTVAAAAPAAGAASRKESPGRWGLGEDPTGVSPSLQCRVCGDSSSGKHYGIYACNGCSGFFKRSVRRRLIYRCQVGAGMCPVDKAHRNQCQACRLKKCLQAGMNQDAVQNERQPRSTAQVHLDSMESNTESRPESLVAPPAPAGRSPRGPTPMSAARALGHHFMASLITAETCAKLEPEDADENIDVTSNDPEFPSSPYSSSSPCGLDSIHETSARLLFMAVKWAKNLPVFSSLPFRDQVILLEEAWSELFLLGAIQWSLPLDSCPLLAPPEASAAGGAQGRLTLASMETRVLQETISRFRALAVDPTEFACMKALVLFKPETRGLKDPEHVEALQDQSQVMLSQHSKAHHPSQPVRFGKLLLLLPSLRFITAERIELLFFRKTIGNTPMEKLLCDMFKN
# TRPM1 prom inh – inhibitors of MITF-driven TRPM1 promoter in melanoma cells | AID 488899 | 330,000 tested, 0.83% active | SK-MEL-5 TRPM1 promoter luciferase, 24 h | inhibition, % at 12.5 µM;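 active means mean inhibition across replicates of 60% or more, whatever share of single replicates reaches that level; inconclusive means some that reach 60%, reason not given; inactive means mean inhibition across replicates below 60%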; further: values of inactives mirror those of a sister screen read the other way
# PDI turbidity – PDI (human) enzyme inhibition | P07237 | PDI insulin aggregation turbidity, A650, 90 min | inhibition, % at 10 µM | 350,000 tested, 0.052% active | AID 588391;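 active means mean inhibition across replicates of 30% or more, whatever share of single replicates reach that level; inconclusive means mean inhibition below 30% while every single replicate reaches 30%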;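 further: absorbance from insulin aggregation driven by PDI reduction with DTT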
# Target sequence (P07237 whole entry, looked up): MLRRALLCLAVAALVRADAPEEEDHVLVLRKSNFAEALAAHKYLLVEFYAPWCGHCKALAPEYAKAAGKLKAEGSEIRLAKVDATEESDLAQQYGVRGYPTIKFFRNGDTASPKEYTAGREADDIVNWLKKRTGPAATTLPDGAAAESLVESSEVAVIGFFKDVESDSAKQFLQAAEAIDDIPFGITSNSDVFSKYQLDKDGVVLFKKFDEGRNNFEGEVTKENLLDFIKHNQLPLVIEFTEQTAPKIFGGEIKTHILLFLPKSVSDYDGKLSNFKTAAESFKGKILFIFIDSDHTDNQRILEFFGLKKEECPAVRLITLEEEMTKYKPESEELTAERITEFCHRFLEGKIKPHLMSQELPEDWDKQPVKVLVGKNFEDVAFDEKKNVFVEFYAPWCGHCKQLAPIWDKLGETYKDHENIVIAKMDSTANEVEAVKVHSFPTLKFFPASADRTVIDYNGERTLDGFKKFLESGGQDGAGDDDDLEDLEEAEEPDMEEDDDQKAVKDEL
# CF NFkB block – blocks PAF-induced NF-kB reporter in cystic fibrosis cells; inhibition, % at 5 µM; AID 588850; KKLEB NF-kB-GFP reporter, GFP fluorescence overnight; 360,000 tested, 0.86% active;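 active means at least 50% inhibition at 5 µM, scaled per plate between neutral and stimulator controls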;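 further: PAF is a Pseudomonas aeruginosa culture filtrate used as stimulus; plate controls were PAF-stimulated DMSO wells for no effect and unstimulated DMSO wells for full effect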
# Peg3 prom inh – inhibitors of Peg3 promoter. 360,000 tested, 1.7% active. inhibition, % at 20 µM. HeLa PEG-Prom luciferase reporter, luminescence, overnight;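 active means inhibition of at least 50% at 20 µM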
# Shn3 3UTR inh – reduces Shn3 3'UTR luciferase signal in osteoblasts; 360,000 tested, 0.52% active; inhibition, % at 12.5 µM; Clone20 osteoblast Shn3 3'UTR firefly luciferase, 24 h;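 active means mean inhibition of at least 75% with every replicate also reaching 75%; inconclusive means mean inhibition at least 75% but some replicate below; inactive means mean inhibition below 75%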;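 further: 0% = median of neutral control wells and 100% = pilot-screen positive control compound; some compounds past the cut are filed as inactive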
# CaV13 ICDI inh – Primary screen for inhibitors of IQ motif and Ca2+-dependent inactivation inhibitor domain binding in CACNA1D, Förster resonance energy transfer in living cells, …; HEK cells, CFP/YFP FRET ICDI-IQ, plate reader, 10 min; percent FRET-ratio fall versus neutral wells; inhibition, % at 12.3 µM; 340,000 tested, 0.098% active;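 active means mean replicate inhibition of at least 30% and at least 1% of replicates passing that level; inconclusive means only one of the two criteria is met; inactive means neither criterion is met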;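 further: 0% = median of the neutral control wells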
# HIF-2a block – inhibitors of HIF-2a. 360,000 tested, 0.72% active. inhibition, % at 18.8 µM. 786-0 RCC cells HIF-2a reporter, luciferase luminescence, overnight. AID 624352;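 active means inhibition of the luminescence signal of 40% or more relative to plate controls, in a single-dose primary screen at 18.75 µM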
# NR2E3 ag-2 – agonists of human nuclear receptor NR2E3 | GST-NR2E3/biotin-RetCOR TR-FRET, 1536-well | AID 2300 | Q9Y5X4 | inhibition of corepressor binding, % at 4.78 µM | 320,000 tested, 0.12% active;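 active means percent inhibition above the cutoff of mean plus 3 SD of all tested compounds, set per screening campaign, cut at about 20% in these data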;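 further: 0% = DMSO wells and 100% = biotin wells as full block of FRET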
#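 System: GST-tagged NR2E3 plus biotinylated RetCOR corepressor; Buffer or medium: pH 7.5 Tris-based buffer; Probe or stimulus: RetCOR corepressor, biotinylated, 7 nM; Doses: compound at 4.8 µM, single dose; Schedule: 5 h incubation at 4 °C; Technique: time-resolved FRET; Evaluation: percent inhibition of TR-FRET ratio; Replication: one well per compound, singlicate testing.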
# KKLEB tox – CF airway cell cytotoxicity counter-screen. KKLEB CF airway cells viability, ATPlite luminescence, overnight; stronger effect = lower value; cells stimulated with P. aeruginosa culture filtrate. activity change (cytotoxicity), % at 5 µM. 360,000 tested, 0.36% active. AID 602141;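 active means corrected activity change at or below -50% at 5 µM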
# Vif imaging – blocks HIV Vif function; HEK293T cells, Vif self-association by quenched fluorescence, imaging, 24 h; inhibition, % at 7.49 µM; 340,000 tested, 0.35% active; in the data active means inhibition above about 50%, passing the limit was not always enough; inconclusive means no clear call, values can overlap the other calls; inactive means below about 31%; further: some results filed as inactive read as strong as hits
# An asterisk follows results filed as active; ? = inconclusive; · = no result given.
# Fields – NR2E3 ag-1	TRPM1 prom inh	PDI turbidity	CF NFkB block	Peg3 prom inh	Shn3 3UTR inh	CaV13 ICDI inh	HIF-2a block	NR2E3 ag-2	KKLEB tox	Vif imaging
> COC(C[C@@H](O)[C@@H](C)[C@H](O)COCc1ccccc1)OC
→ -2	-5	4	-9	5	-11	-10	3	·	-2	-7
> CCn1nnnc1SCC(=O)N(C1CCCCC1)C1CCCCC1
→ -6	6	-12	7	11	2	-4	13	3	-4	2
> O=C(NC(=S)Nn1cnnc1)c1ccccc1Cl
→ 8	13	5	-25	-6	-30	8	-1	1	1	4
> N#Cc1ccsc1NC(=O)COC(=O)c1ccc(Br)o1
→ -5	0	-14	-18	-34	-5	-4	-40	·	5	0
> Cc1nc2ccc(NC(=O)c3ccco3)cc2s1
→ -49	-82	0	4	-186	-68	4	-227	4	8	5
> CCCc1nc2n[nH]c(N)c2c2c1CCC2
→ -14	7	6	3	2	-11	-3	-5	-2	0	·
> CCC(C)Sc1ccc(-c2nc3ccccn3c2NCc2ccccc2)cc1OC (configuration not stated)
→ -24	6	-3	18	93*	-38	·	-292	·	-6	-13
> Cc1c(Cl)cccc1S(=O)(=O)N1CCC(C(=O)NNC(=O)C2CC2)CC1
→ -2	-7	-1	4	8	-8	-3	18	1	-4	-1
> Cc1ccc(C(=O)NC(C)C(c2cccs2)N2CCCC2)s1 (configuration not stated)
→ -12	3	-6	-11	9	-20	-6	0	5	-2	0
> CC1(C)C(=O)Nc2ccccc2N1C(=O)CSc1ncccn1
→ 11	9	10	14	10	-7	-1	-1	-3	-21	6
> CCCN1C(=O)c2ccccc2NC1c1ccc(Br)cc1 (configuration not stated)
→ 19	-3	0	15	5	-9	-20	1	1	-2	·
> COCC(=O)Nc1c(C(=O)Nc2ccccc2OC)oc2ccccc12
→ 2	-13	6	-9	-6	2	-10	-99	1	-7	7
> COc1ccc(CNc2nc(NCc3ccc(OC)cc3)n(S(C)(=O)=O)n2)cc1
→ -17	-4	0	8	10	0	0	9	2	1	5
> Cc1[nH]n(C)c(=O)c1N=Nc1ccc(S(C)(=O)=O)cc1
→ 22	-13	3	-18	-12	-3	-4	-26	0	-5	1
> CN(CCCCN1CCOCC1)Cc1nc(-c2ccc3c(c2)OCO3)no1
→ -26	-9	4	-6	-51	-15	-7	-59	-3	2	-6

# New compounds follow.
# Fields – NR2E3 ag-1	TRPM1 prom inh	PDI turbidity	CF NFkB block	Peg3 prom inh	Shn3 3UTR inh	CaV13 ICDI inh	HIF-2a block	NR2E3 ag-2	KKLEB tox	Vif imaging
> CC1CCCCC1NC(=O)COC(=O)c1ccccn1 (configuration not stated)
→ -17	-2	-3	-15	13	-6	·	12	-2	8	-2
> O=C(Cn1cnc2c(nnn2Cc2ccccc2F)c1=O)N1CCN(c2ccccc2)CC1
→ -2	-1	8	-7	5	7	-8	-6	-3	-3	·
> COc1ccc(C(C(=O)NC(C)(C)C)N(C(=O)CNC(=O)c2cccs2)c2cccnc2)cc1OC (configuration not stated)
→ -13	-11	-3	-6	9	8	-2	-3	2	2	3
> Cc1ccc(OCCNC(=O)C2CC(=O)N(c3ccc(C)cc3)C2)cc1 (configuration not stated)
→ -27	-4	-13	14	8	52	·	4	1	4	?
> COc1ccccc1CNC(=O)c1cccc(S(=O)(=O)N(C)c2ccccc2)c1
→ 27	2	6	-3	15	5	-6	15	1	10	5
> COC(=O)Cc1c(O)ccn(Cc2ccc(Cl)c(Cl)c2)c1=O
→ -6	-1	-3	0	-6	12	-1	13	-3	2	0
> CC(=O)NCCc1nc2ccccc2[nH]1
→ 0	2	4	-9	1	-10	-7	2	-4	-2	11
> CCCCCC(=O)Nc1ccc2oc(-c3ccncc3)nc2c1
→ -12	-22	11	9	-20	-6	·	-39	-2	0	4
> Cc1cc(C(=O)NC2CCCc3c2cnn3-c2cccc(C)c2C)n(C)n1 (configuration not stated)
→ 110*	28	2	-17	6	91*	·	11	-2	-12	-10
> O=C(CSc1nnc(-c2ccco2)n1CC1CCCO1)c1ccccc1 (configuration not stated)
→ -15	-4	2	-8	-4	4	·	-10	-3	15	·
> Cc1ccccc1CN1CCN(C(=O)c2cccc(F)c2)CC1
→ 1	-3	4	10	12	-3	-5	12	-4	-3	3
> O=S(=O)(N/N=C1/CC(c2ccccc2)Oc2ccccc21)c1ccccc1 (configuration not stated)
→ -41	8	1	-4	-2	16	-6	-2	·	12	-2
> O=C1c2ccccc2C(=O)N1c1ccccc1S(=O)C(F)(F)F (configuration not stated)
→ 25	-15	4	1	24	1	-8	2	2	-2	6
> C[C@]12C(=O)N(c3ccc(Br)cc3)C(=O)N1[C@@H]1c3ccccc3OC[C@@H]1[C@H]2c1ccccc1
→ 15	3	-3	2	5	1	-4	-3	-3	1	-14
> CN(C)C(=O)CSc1nc2ccccc2c(=O)[nH]1
→ -8	7	-3	-11	6	3	-3	2	-1	-2	25

# Reformatted with bars between the fields: part of the list above
smiles | NR2E3 ag-1 | TRPM1 prom inh | PDI turbidity | CF NFkB block | Peg3 prom inh | Shn3 3UTR inh | CaV13 ICDI inh | HIF-2a block | NR2E3 ag-2 | KKLEB tox | Vif imaging
CC1CCCCC1NC(=O)COC(=O)c1ccccn1 (configuration not stated) | -17 | -2 | -3 | -15 | 13 | -6 | · | 12 | -2 | 8 | -2
O=C(Cn1cnc2c(nnn2Cc2ccccc2F)c1=O)N1CCN(c2ccccc2)CC1 | -2 | -1 | 8 | -7 | 5 | 7 | -8 | -6 | -3 | -3 | ·
COc1ccc(C(C(=O)NC(C)(C)C)N(C(=O)CNC(=O)c2cccs2)c2cccnc2)cc1OC (configuration not stated) | -13 | -11 | -3 | -6 | 9 | 8 | -2 | -3 | 2 | 2 | 3
Cc1ccc(OCCNC(=O)C2CC(=O)N(c3ccc(C)cc3)C2)cc1 (configuration not stated) | -27 | -4 | -13 | 14 | 8 | 52 | · | 4 | 1 | 4 | ?
COc1ccccc1CNC(=O)c1cccc(S(=O)(=O)N(C)c2ccccc2)c1 | 27 | 2 | 6 | -3 | 15 | 5 | -6 | 15 | 1 | 10 | 5
COC(=O)Cc1c(O)ccn(Cc2ccc(Cl)c(Cl)c2)c1=O | -6 | -1 | -3 | 0 | -6 | 12 | -1 | 13 | -3 | 2 | 0
CC(=O)NCCc1nc2ccccc2[nH]1 | 0 | 2 | 4 | -9 | 1 | -10 | -7 | 2 | -4 | -2 | 11
CCCCCC(=O)Nc1ccc2oc(-c3ccncc3)nc2c1 | -12 | -22 | 11 | 9 | -20 | -6 | · | -39 | -2 | 0 | 4

# The list goes on:
# Fields – NR2E3 ag-1	TRPM1 prom inh	PDI turbidity	CF NFkB block	Peg3 prom inh	Shn3 3UTR inh	CaV13 ICDI inh	HIF-2a block	NR2E3 ag-2	KKLEB tox	Vif imaging
> CCCc1nc2ccc(C)cn2c1Cc1cccc(Cl)c1
→ -156	·	·	13	-258	-34	-3	-206	·	-12	·
> O=C(Nc1cccnc1)C1(F)C(F)(F)C(F)(F)C(F)(F)C(F)(F)C1(F)F
→ 34	-11	0	1	7	-10	-5	16	0	7	-4
> CCn1c(C)nc2cc(C(=O)N/N=C/c3cccc(OC)c3O)ccc21
→ 1	21	-4	-2	25	76	-2	-23	0	-25	-6
> O=C(COC(=O)c1cc(=O)[nH]c2ccccc12)NCc1cccs1
→ -31	18	4	-5	17	0	-15	22	3	11	9
> N#Cc1ncc(C(F)(F)F)cc1Sc1ccc(N)cc1
→ 4	6	-2	12	20	13	-2	16	1	-15	8
> CCn1c(=O)c([N+](=O)[O-])c(NCCN(C)C)c2ccccc21
→ -13	-4	-4	-4	-5	-7	-5	13	0	-6	0
> C=CCNC(=O)C(C)Sc1ccc(Cl)cc1 (configuration not stated)
→ -7	-9	-2	15	9	-8	0	11	-1	-3	1
> CC1CCCN(CCCNC(=O)C2CC(=O)N(CCc3ccccc3)C2)C1 (configuration not stated)
→ -23	1	-1	6	-10	-5	-2	12	0	-2	-2
> O=S(=O)(c1cccc2cccc(Cl)c12)N1CCCC1
→ -11	3	1	6	21	-9	-3	4	-2	12	4
> CCn1ccnc1CNC(=O)CC1C(=O)NCCN1CCCc1ccccc1 (configuration not stated)
→ -5	-14	0	-21	-2	-3	-2	6	2	17	·
> CC(=O)Cc1nsc(NC(=O)c2ccc(COc3ccc(C)cc3)o2)n1
→ -135	13	4	0	1	-4	·	1	0	2	4
> Cc1ccc(CNS(=O)(=O)c2cc(F)ccc2CN2C(=O)c3cccnc3C2=O)o1
→ 11	1	6	16	-4	-5	-7	12	1	3	0
> COc1ccccc1C(C)NCC(=O)Nc1ccccc1C(F)(F)F (configuration not stated)
→ -9	-7	4	16	13	9	-17	-25	1	5	?
> CC1(Cc2cc(Cl)ccc2C(F)(F)F)C(=O)Nc2cc(-c3ccccc3Cl)ccc21 (configuration not stated)
→ -17	·	-1	24	2	0	-7	-4	·	-2	-4
> COc1ccccc1CN1Cc2cccc3c2[C@@H](CC1=O)[C@H](O)[C@H](O)C3
→ 14	0	-2	4	-21	-21	-10	-4	3	4	12

# (more compounds)
# Fields – NR2E3 ag-1	TRPM1 prom inh	PDI turbidity	CF NFkB block	Peg3 prom inh	Shn3 3UTR inh	CaV13 ICDI inh	HIF-2a block	NR2E3 ag-2	KKLEB tox	Vif imaging
> CCCC1=[N+](CC(=O)c2ccc(Br)cc2)CCn2cccc21
→ -19	12	8	-38	4	15	-6	-29	1	8	-2
> CCOc1ccc(OCC)c(NC(=O)CSc2nc3ccccc3c(=O)n2C)c1
→ 15	16	-3	8	29	68	-8	12	-1	0	-10
> O=c1c(-c2ccccc2)coc2c(CN3CCCC3)c(O)ccc12
→ -14	-4	1	-4	14	14	-10	1	1	10	17
> CCOC(=O)c1cnc2ccc(OCC)cc2c1NCc1cccnc1
→ -42	-3	6	4	-66	20	-5	-76	3	1	-3
> C=C1C(=O)[C@]23C[C@H]1CC[C@H]2[C@]1(C)[C@@H](OC(C)=O)CC[C@@](C)(C(=O)O)[C@H]1C[C@@H]3O
→ -8	·	·	92*	93*	63	-7	30	·	-19	12
> O=C(c1ccc2ccccc2n1)N1CCN(Cc2c(F)cccc2Cl)CC1
→ -23	11	-3	2	8	-1	-5	12	1	6	0
> Cc1cccc(NC(=O)c2cccc(C(=O)Nc3cccc(C)c3)n2)c1
→ -7	19	2	-1	18	11	-1	9	-2	4	13
